Source: PubChem
SRC1 TRFRET art: counter-screen for PPARgamma SRC-1 recruitment agonists: TR-FRET artefact; AID 1051; TR-FRET ratio at 8 µM; TR-FRET detection artefact counter-screen, emission ratio; active compounds read high; hit rate 0.34% among 99,000; in the data active = TR-FRET ratio above about 2300; note: inactives centre near 1800; reference of the scale not given here
SRC3 TRFRET art: flags TR-FRET format artefacts in PPARgamma SRC-3 recruitment agonist screen. TR-FRET artefact counter-screen, PPARgamma/SRC-3 format; active compounds read high. TR-FRET ratio at 8 µM. hit rate 0.39% among 99,000; in the data active = TR-FRET ratio above about 2000; note: inactives centre near 1600; reference of the scale not given here
* marks the source's active call; other numbers are inactive results. These rows are one share of the data; the hit share may differ from the screen's.

SMILES	SRC1 TRFRET art	SRC3 TRFRET art
COc1cccc(N2CC(=O)N(NC(=O)CSc3nc(C)cc(C)c3C#N)CC2=O)c1	1853	1562
Cc1ccc(C)c(NC(=O)CCn2cnnn2)c1	1959	1659
COc1ccc(C2CCCN2C(=S)Nc2ccc(C)cc2C)cc1OC (stereo not drawn)	1584	1496
O=C1C[C@@H](c2ccc(O)cc2)Oc2cc(O)cc(O)c21	1484	1348
O=C(Cc1cccc2ccccc12)NN1C(=O)CSC1=S	1646	1668
Cn1nc(CC(=O)Nc2ccc(N3CCN(C(=O)OC(C)(C)C)CC3)cc2)c2ccccc2c1=O	1882	1536
CN(C)S(=O)(=O)c1cccc(NC(=O)COC(=O)c2cc(-c3cccc(Br)c3)nc3ccccc23)c1	2585*	3725*
CSc1nc(C)cc(Oc2ccc(=O)[nH]n2)n1	2118	1589
O=C(NCc1nc(-c2ccccc2)cs1)c1ccccc1	1667	1483
COc1ccc(NCc2nnc(SCC(=O)NNC(=O)c3ccc(C)cc3)n2C)cc1	1886	1636
CC(=O)NCCOc1nc(N(C)C)nc(N2CCCCC2)n1	1747	1288
CCOc1cc(C(=O)Nc2ccccc2N2CCOCC2)ccc1OCC(=O)N1CCCCC1	1879	1682
COc1ccc(S(=O)(=O)N2CCN=C2SCc2cccnc2)cc1	1745	1364
COc1ccc(CCNC(=O)COc2ccc(S(=O)(=O)N3CCCC3)cc2)cc1	1732	1495
CCC(C)(C(=O)NC1CCCC1)N(Cc1cccs1)C(=O)c1ccc2c(c1)OCO2 (stereo not drawn)	1725	1698
N#CCSc1nccc(/C=C/c2ccccc2)n1	1910	1725
CCOC(=O)c1cc2[nH]c3ccccc3c2[n+](-c2ccc([N+](=O)[O-])cc2)c1C	1901	1409
O=C(NCCc1ccccc1)C1CCN(C(=O)c2sccc2-n2cccc2)CC1	1740	1606
Nc1nc(C23CC4CCC(CC(C4)C2)C3)cs1	1982	1569
COc1ccc(C)cc1NC(=O)NCc1ccc(F)cc1	1926	1608
CCN1C(=O)C(CC(=O)Nc2ccccc2)S/C1=N\c1ccccn1 (stereo not drawn)	1500	1634
CCCCN(C(=O)CSc1nncn1-c1ccccc1)c1c(N)n(Cc2ccccc2)c(=O)[nH]c1=O	1533	1392
N#Cc1ccc(/C=N/NC(=O)c2cccc(S(=O)(=O)N3CCOCC3)c2)cc1	1958	1605
CC1(C)CC(=O)C(CC(=O)NC2CCCc3ccccc32)C(=O)C1 (stereo not drawn)	1826	1567
O=C(NCC1CCCO1)c1sc2cc(Cl)ccc2c1Cl (stereo not drawn)	1746	1578

Taken from above:
SRC3 TRFRET art with `CCOC(=O)c1cc2[nH]c3ccccc3c2[n+](-c2ccc([N+](=O)[O-])cc2)c1C` = 1409
SRC1 TRFRET art with `COc1ccc(C2CCCN2C(=S)Nc2ccc(C)cc2C)cc1OC` (stereo not drawn) = 1584
SRC3 TRFRET art with `N#Cc1ccc(/C=N/NC(=O)c2cccc(S(=O)(=O)N3CCOCC3)c2)cc1` = 1605

Rewritten as a markdown table: entries from further up.
| SMILES | SRC1 TRFRET art | SRC3 TRFRET art |
| --- | --- | --- |
| CCOc1cc(C(=O)Nc2ccccc2N2CCOCC2)ccc1OCC(=O)N1CCCCC1 | 1879 | 1682 |
| COc1ccc(S(=O)(=O)N2CCN=C2SCc2cccnc2)cc1 | 1745 | 1364 |
| COc1ccc(CCNC(=O)COc2ccc(S(=O)(=O)N3CCCC3)cc2)cc1 | 1732 | 1495 |
| CCC(C)(C(=O)NC1CCCC1)N(Cc1cccs1)C(=O)c1ccc2c(c1)OCO2 (stereo not drawn) | 1725 | 1698 |

Single records (already shown).
`COc1ccc(CCNC(=O)COc2ccc(S(=O)(=O)N3CCCC3)cc2)cc1` is listed as SRC1 TRFRET art = 1732; SRC3 TRFRET art = 1495
`CC1(C)CC(=O)C(CC(=O)NC2CCCc3ccccc32)C(=O)C1` (stereo not drawn) is listed as SRC1 TRFRET art = 1826; SRC3 TRFRET art = 1567

Following part:
SMILES	SRC1 TRFRET art	SRC3 TRFRET art
CC(=O)Nc1cccc(/C(C)=N/NC(=O)c2ccc(O)cc2)c1	1719	1596
Cc1cccc(NC(=O)CCC(=O)OCc2ccc(Br)cc2)c1	1566	1617
Cc1nc(-c2ccc(NC(=O)c3ccccc3)cc2)cs1	2128	1497
Cc1cc(-c2ccccc2)nc(N(C)N)c1S(C)(=O)=O	1770	1534
COc1ccc(OC)c(C2(O)CSC(=Nc3cccnc3)N2Cc2ccco2)c1 (stereo not drawn)	1782	1494
CC(=O)Nc1ccc(S(=O)(=O)N(C)Cc2ccccc2)cc1	1924	1610
O=c1[nH]c(CSc2nnc3ccccn23)nc2ccccc12	1624	1637
COc1cc2c(cc1NC(=S)NC(=O)/C=C/c1ccco1)oc1ccccc12	1571	1503
CC(=O)Nc1ccc2nc(NC(=O)COc3cccc(C)c3)sc2c1	1654	1541
COc1cc2c(cc1OC)C1=NC(=O)CN1C(SCc1ccccc1)=N2	1643	1746
COc1ccc(/C=N/NC(=O)CCCCCNC(=O)c2ccccc2)cc1	1827	1533
COc1cc2c(cc1OC)C(C(=O)Nc1ccccc1N1CCN(C)CC1)C1c3ccccc3CCN1C2=O (stereo not drawn)	2050	1471
Cc1cc(C(=O)N2CCN(Cc3ccc4c(c3)OCO4)CC2)cs1	1948	1685
CC(OC(=O)c1ccc2c(=O)n3c(nc2c1)CCCCC3)C(=O)Nc1ncc(Cl)cc1Cl (stereo not drawn)	1883	1807
O=C(O)/C=C/c1ccc(OCCCF)cc1	1737	1692
Cc1cc([N+](=O)[O-])cnc1N1CCOCC1	1923	1553
S=C(Nc1ccc2nc(-c3ccccn3)c(-c3ccccn3)nc2c1)N1CCOCC1	1681	1840
O=C1CN(C(=O)c2cc([N+](=O)[O-])ccc2Cl)C(c2ccc(F)cc2)c2cc(F)ccc2N1 (stereo not drawn)	1746	1757
CCO[C@H]1OC(C(=O)NCc2ccccc2)=C[C@@H](c2cn(C(C)=O)c3ccccc23)[C@@H]1CCCO	1758	1702
CCn1cc(C(=O)N2CCN(c3ccccc3OC)CC2)c2cc(OC)c(OC)cc2c1=O	1986	1745
Cc1ccc(/C=C/C(=O)NCCCN2CCN(CCCNC(=O)/C=C/c3ccc(C)cc3)CC2)cc1	1758	1472
CNS(=O)(=O)c1ccc2nc(NC(=O)c3ccc(N4C(=O)CCC4=O)cc3)sc2c1	1649	1554
Cc1ccc(C)n1-c1sc2c(c1C(=O)O)CCCC2	1889	1623
CCOc1ccc(C(C)NC(=S)NC2CCCCC2)cc1 (stereo not drawn)	1966	1686
Cc1ccc(/C=N/NC(=O)CNC(=O)c2ccc(S(=O)(=O)N3CCCC3)cc2)o1	1944	1366
Following part
SMILES	SRC1 TRFRET art	SRC3 TRFRET art
CCOc1ccc(N(CC(=O)Nc2cccc(N(C)S(C)(=O)=O)c2)S(=O)(=O)c2ccccc2)cc1	1874	1853
Cc1cc(C)n2nc(N)c(N=Nc3ccc(Cl)cc3)c2n1	1772	1555
CN1CCN(CC(O)COc2ccc(C34CC5CC(CC(C5)C3)C4)cc2)CC1 (stereo not drawn)	1955	1581
COc1ccc(/C=C(\C#N)C(=O)NC2CCS(=O)(=O)C2)cc1OC (stereo not drawn)	1970	1482
O=C(COC(=O)c1ccc(Br)o1)Nc1ncc(Cl)cc1Cl	1594	1598
COc1cccc(C(=O)NNC(=O)Cc2ccc(Cl)cc2)c1	1692	1445
O=C(CCNc1ccc(Br)cc1)c1cccc([N+](=O)[O-])c1	1572	1480
CN(CCn1ccnc1)C(=O)CC1C(=O)NCCN1Cc1ccccc1C(F)(F)F (stereo not drawn)	1828	1507
O=C(NCCc1nc2ccccc2[nH]1)c1cc([N+](=O)[O-])cc([N+](=O)[O-])c1	1981	1539
Nc1oc2ccc(F)cc2c(=O)c1C=O	1708	1372
O=C(NCCNC(=O)c1ccco1)c1cccc(F)c1	1892	1697
CN(C)c1ccc(C(=S)Nc2ccccc2)cc1	1677	1556
C=CCOc1ccc(C=Nc2cccc(Cl)c2)c(O)c1	1566	1569
Cc1ccc(C(=O)Nc2ccc(S(=O)(=O)N3CCCC3)cc2)s1	1845	1610
COc1ccc(S(=O)(=O)N2CCOCC2)cc1NC(=O)CSc1nnc(C2CC2)n1N	1891	1738
CCN(CC)C(=O)c1ccc(Oc2ccc([N+](=O)[O-])cc2Cl)cc1	1957	1650
O=C(Nc1nnc(SCC(=O)N2CCOCC2)s1)c1ccccc1	1795	1781
CCN(CC)CCCNC(=S)Nc1ccc(Br)cc1	1669	1357
O=c1[nH]c2cc3ccccc3cc2nc1C(F)(F)F	1998	1525
CCOC(=O)N1CCC(=NNc2nc(C)cc(=O)[nH]2)CC1	1798	1457
O=C(O)C/C=C(\NC(=O)OCc1ccccc1)C(=O)OCc1ccccc1	1574	1538
CNC(=O)CSc1nc(SC)ns1	2094	1683
CCOC(=O)C1(Cc2ccccc2)CCCN(C2CCCC2)C1 (stereo not drawn)	2010	1648
O=C(OCC(=O)N1CCN(C(=O)c2ccco2)CC1)c1cc(S(=O)(=O)Nc2ccc(Cl)cc2)ccc1O	1909	1430
COCCn1c(SCC(=O)Nc2ccccc2OC)nc2ccccc21	1715	1588
More compounds follow.
SMILES	SRC1 TRFRET art	SRC3 TRFRET art
COc1ccc(NC(=O)C2CCCN2S(=O)(=O)c2ccc3c(c2)CCC(=O)N3)cc1Cl (stereo not drawn)	1917	1767
COc1ccc(-n2ncc3c(N4CCN(Cc5ccccc5)CC4)ncnc32)cc1	1881	1502
CCOC(=O)C1(CC2CC2)CCN(C(=O)c2cc(C)nc3ccc(CC)cc23)CC1	1843	1581
O=C(Cn1cnc2ccccc2c1=O)Nc1nnc(C2CC2)s1	1827	1441
CCn1c(C)c(P(c2ccccc2)c2ccccc2)[n+]2ccccc12	1437	1476
Cc1ccc(S(=O)(=O)N2CCN(CC(=O)N/N=C/c3cc([N+](=O)[O-])ccc3Cl)CC2)cc1	1994	1864
Cc1cc(NC(=O)CSc2nnc(NC(=O)C3CC(=O)N(c4ccccc4C)C3)s2)no1 (stereo not drawn)	1779	1600
Cc1ccc(-n2c(SCC3CNC(=O)O3)nnc2-c2ccccc2)cc1C (stereo not drawn)	1640	1609
CC1CC1C(=O)OCC(=O)Nc1ccc2[nH]c(=O)[nH]c2c1 (stereo not drawn)	1989	1768
O=C1NC2(CCc3ccccc3C2)C(=O)N1CCOc1cccc(Cl)c1 (stereo not drawn)	1511	1357
NC(=O)c1ccsc1NC(=O)c1ccc2c(c1)CCCC2	1779	1690
O=C(Nc1nnc(SCc2ccc(F)cc2)s1)c1cnccn1	1982	1871
COc1cccc(C=Nc2cc(C)on2)c1O	2092	1415
O=C(/C=C/c1ccccc1)NC1CC2CCC1C2 (stereo not drawn)	2052	1615
Cc1cc(C(=O)CSc2nnc(N)s2)c(C)n1Cc1ccco1	1841	1537
CC1=C/C(=N\OS(=O)(=O)c2ccccc2)C(C(C)C)=CC1=O	1556	1444
FC(F)(F)c1ccccc1NC1=NCCC1	1737	1680
Cc1csc(N/N=C/c2ccccn2)n1	1989	1677
Cc1cc(C)n(CC(=O)N/N=C/c2cc([N+](=O)[O-])ccc2O)n1	1610	1539
O=C1OC(c2ccccc2)=C/C1=C/c1cccs1	1687	1814
CCn1c(=N)c(C(=O)NCCCOC)cc2c(=O)n3cccc(C)c3nc21	2124	1432
Cc1ccsc1/C=N/Nc1nc2ccccc2[nH]1	2515*	1746
CCc1ccccc1NC1c2ccccc2C(=O)N1c1cc(C)ccn1 (stereo not drawn)	1980	1676
O=C(/C=C\c1ccco1)Oc1cccc2cccnc12	1480	1708
CCCCn1c(=O)c(CCC(=O)OCC(=O)Nc2ccc(F)c(Cl)c2)nc2ccccc21	1708	1314
Carrying on:
SMILES	SRC1 TRFRET art	SRC3 TRFRET art
CC(C)c1ccc(NC(=S)NNC(=O)C2CC2)cc1	1628	1518
Cc1cccc(N2C(=O)CCC2=O)n1	1828	1575
CC(=O)Nc1ccc(OCC(O)Cn2ccnc2)cc1 (stereo not drawn)	1621	1451
O=C(CN1C(=O)NC2(CCCCC2)C1=O)Nc1ccc(F)cc1	1706	1465
Cc1c(NC(=O)c2ccccc2)cccc1[N+](=O)[O-]	1731	1530
COc1ccc(C2CC(=O)C(C3NCCc4ccccc43)=C(O)C2n2cncn2)cc1 (stereo not drawn)	1733	1563
COc1cccc2sc(Nc3nnc(-c4ccccc4Cl)o3)nc12	1818	1577
CN(C)c1ccc(NC(=O)/C=C/c2c(Cl)cccc2Cl)cc1	1835	1757
O=C(N/N=C/c1ccco1)c1cc(=O)[nH]c2ccccc12	1774	1522
O=C(Nc1ccc([N+](=O)[O-])cc1Br)c1cccnc1	1824	1555
O=C(CSc1ncccn1)Nn1cnnc1	1874	1396
O=C1C2C3C=CC(C4CC34)C2C(=O)N1/N=C/c1ccc([N+](=O)[O-])s1 (stereo not drawn)	1688	1423
COC(=O)c1cc(C(=O)NC(C)(C)CC(C)(C)C)cc([N+](=O)[O-])c1	1498	1501
O=C(COC(=O)CNC(=O)c1cccc(F)c1)NCCC1=CCCCC1	1639	1727
O=C(O)/C=C/C(=O)Nc1ccc(-c2ccccc2)cc1	1956	1664
CCn1c(/C=C/N(C(C)=O)c2ccccc2)[n+](CCCS(=O)(=O)[O-])c2cc(Cl)c(Cl)cc21	1740	1639
CCCCN(C)C(=O)CCC(=O)Nc1ccc2nc(N3CCN(C)CC3)cc(C)c2c1	1776	1430
N#Cc1c(-c2ccc(F)cc2)nc(-c2ccccc2)[nH]c1=O	1825	1595
O=C(NCc1ccc2c(c1)OCO2)c1ccc(N2CCCCCC2)c([N+](=O)[O-])c1	2113	1739
O=C(NCC1([N+](=O)[O-])CN(C(=O)c2ccccc2)CN(C(=O)c2ccccc2)C1)c1ccccc1	1699	1460
CCOC(=O)CN1C(=O)S/C(=C/C=C/c2ccc(N(C)C)cc2)C1=O	1826	1643
Cc1cccc(CN2CCN(C(=O)CCl)CC2)c1	1807	1408
